# Compound activity: PubChem BioAssay, The Scripps Research Institute Molecular Screening Center
# LYPLA2 counter: LYPLA2 (human) inhibition in PME1 counter-screen; recombinant LYPLA2, FP-Rh probe fluorescence polarization; inhibition, % at 5.9 µM; O95372; hit rate 0.38% among 320,000; AID 2177;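 active means inhibition above the screen-wide mean plus 3 SD, limit set per campaign, cut at about 26% in these data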;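 further: 0% = LYPLA2 with DMSO and 100% = wells lacking LYPLA2 enzyme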
# Target sequence (O95372 whole entry, looked up): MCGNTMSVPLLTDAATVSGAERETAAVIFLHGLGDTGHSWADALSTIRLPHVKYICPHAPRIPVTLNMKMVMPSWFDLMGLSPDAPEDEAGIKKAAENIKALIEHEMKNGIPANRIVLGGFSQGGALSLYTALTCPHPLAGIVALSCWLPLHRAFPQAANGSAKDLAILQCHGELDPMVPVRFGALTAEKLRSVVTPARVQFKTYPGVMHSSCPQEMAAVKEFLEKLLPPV
# LYPLA1 inh: LYPLA1 (human) inhibition in PME1 counter-screen | O75608 | recombinant LYPLA1, FP-Rh probe fluorescence polarization | inhibition, % at 5.9 µM | hit rate 0.16% among 320,000 | AID 2174;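 active means inhibition above the mean of all tested compounds plus 3 SD, set per campaign, cut at about 14% in these data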;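 further: inhibitors block serine hydrolase probe labeling of LYPLA1 so polarization falls; 0% = enzyme with DMSO and 100% = wells lacking LYPLA1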
# PAD4 inh: PAD4 (human) enzyme inhibition. recombinant PAD4, RCA probe fluorescence polarization. AID 485272. hit rate 0.41% among 330,000. inhibition, % at 6.36 µM;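 active means percent inhibition above a cutoff equal to the mean of all tested compounds plus 3 SD, cut at about 15% in these data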;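 further: 0% = PAD4 with RCA probe and DMSO and 100% = probe without PAD4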
# pPAFAH inh: pPAFAH (human) enzyme inhibition | inhibition, % at 3.39 µM | Q13093 | AID 463082 | hit rate 1.5% among 330,000 | recombinant pPAFAH, FP-rhodamine probe fluorescence polarization;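 active means inhibition above the mean inhibition across the screen plus 3 SD, cut at about 25% in these data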;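 further: inhibitors block binding of the rhodamine activity-based probe so polarization drops; 0% = enzyme with DMSO and 100% = wells lacking pPAFAH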
# PAFAH1B2 FP inh: PAFAH1B2 (human) inhibition; P68402; recombinant PAFAH1B2, FP-rhodamine activity probe, fluorescence polarization; inhibition, % at 3.39 µM; hit rate 1.2% among 340,000; AID 492953;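 active means inhibition above the mean of all tested compounds plus 3 SD, cut at about 24% in these data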;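 further: 0% = enzyme with DMSO and 100% = wells lacking PAFAH1B2; many of its hits are not listed in these tables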
# PAFAH1B3 FP inh: blocks human PAF acetylhydrolase 1B catalytic subunit 3. recombinant PAFAH1B3, FP-rhodamine probe, fluorescence polarization. inhibition, % at 3.39 µM. hit rate 0.28% among 340,000;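 active means inhibition above the screen-wide average of all tested compounds plus 3 SD, cut at about 25% in these data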;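 further: 0% = enzyme with DMSO only and 100% = wells lacking PAFAH1B3 protein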
# Target sequence (Q15102 whole entry, looked up): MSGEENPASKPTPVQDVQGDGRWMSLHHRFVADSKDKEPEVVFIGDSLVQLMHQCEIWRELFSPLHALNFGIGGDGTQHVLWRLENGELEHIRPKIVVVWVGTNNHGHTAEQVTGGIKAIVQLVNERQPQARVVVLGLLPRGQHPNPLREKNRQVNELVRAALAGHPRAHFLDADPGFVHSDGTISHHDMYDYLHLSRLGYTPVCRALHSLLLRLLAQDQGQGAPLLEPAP
# PREPL inhibitor: human PREPL enzyme inhibition; recombinant PREPL, fluorescence polarization activity-based probe; Q4J6C6; hit rate 0.68% among 320,000; inhibition, % at 5.96 µM; AID 2751; in the data active means inhibition above about 43%;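 further: 0% = enzyme with DMSO and 100% = wells lacking enzyme; many of its hits are not listed in these tables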
# GSTO1 inh: counter-screen for RBBP9 inhibitors: inhibitors of human GSTO1. recombinant GSTO1, activity-based probe fluorescence polarization. hit rate 1.1% among 300,000. inhibition, % at 5.96 µM. P78417;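 active means inhibition above the campaign mean inhibition plus 3 SD, cut at about 35% in these data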;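 further: 0% = GSTO1-1 with DMSO and 100% = wells lacking GSTO1-1 enzyme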
# PME-1 inh: PME-1 (human) inhibition | Q9Y570 | recombinant PME-1, FP-Rh probe fluorescence polarization | inhibition, % at 5.9 µM | hit rate 0.53% among 320,000 | AID 2130;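 active means inhibition above the campaign mean of all compounds plus 3 SD, cut at about 26% in these data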;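 further: competitive labeling of PME-1 active site by serine hydrolase directed probe; 0% = PME-1 with DMSO and 100% = wells lacking PME-1 enzyme; inhibitors block probe labeling so polarization falls and inhibition rises; many of its hits are not listed in these tables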
# Starred values were filed as active, the others as inactive; x = not tested or not shown. An excerpt. The share of hits here may be higher or lower than overall.
SMILES,LYPLA2 counter,LYPLA1 inh,PAD4 inh,pPAFAH inh,PAFAH1B2 FP inh,PAFAH1B3 FP inh,PREPL inhibitor,GSTO1 inh,PME-1 inh
CCOCCCNC(=S)N1CCC(C(=O)c2ccc(C)cc2)CC1,14,0,3,4,0,4,-14,1,5
CCC(c1nnnn1C1CCCCC1)N1CCN(C(=O)c2ccco2)CC1 (configuration not stated),10,1,-2,4,3,1,3,-4,0
CCOC(=O)NC(Nc1ccc(OC)cc1)(C(F)(F)F)C(F)(F)F,-1,3,1,-2,6,5,5,1,5
N#C/C(=C\c1ccccc1OCc1ccc(C(=O)O)cc1)c1ccccc1,-4,-6,-1,-1,5,6,0,-10,-4
Cc1ccc2c(Cn3cc(C(F)(F)F)cc(Cl)c3=O)cc(=O)oc2c1,3,-2,-2,3,x,x,7,4,4
CC(C)(C)c1ccc(C(=O)NNC(=O)c2cccc(Br)c2)cc1,-1,0,-1,-2,-1,-3,7,7,-6
CC(=O)Nc1ccc2c(CSc3nncs3)cc(=O)oc2c1,3,-3,1,5,4,3,-12,-4,-3
CCC(=O)Nc1ccc(Cl)c(-c2nc3ncccc3o2)c1,10,1,-2,-5,-1,-4,2,1,3
COCCn1c(SCC(=O)Nc2cc(Cl)ccc2OC)nc2c(c1=O)SC(C)C2 (configuration not stated),4,0,0,-7,-3,0,-16,1,-3
O=C(COC(=O)CNC(=O)c1ccccc1)NC1CCCCC1,2,2,-7,-1,3,6,23,x,2
COc1ccc(C2CC(c3ccc(Br)cc3)=NN2C(=O)c2cccnc2)cc1 (configuration not stated),4,-1,7,8,1,6,4,-3,7
CCCC(=O)Nc1ccc(C(=O)/C=C/c2ccc(SC)cc2)cc1,-12,-6,-9,-6,0,-8,-11,-25,-12
CCN(C(=O)Cn1ccc(C(F)(F)F)n1)c1c(N)n(Cc2ccccc2)c(=O)[nH]c1=O,4,-2,2,2,-3,4,-2,x,4
O=C(Nc1ccc(C(=O)N2CCOCC2)cc1)Nc1ccc(Cl)cc1Cl,-2,-4,1,6,1,9,0,-21,-2
c1ccc(CSc2ccc(-c3ccccn3)nn2)nc1,0,-2,0,4,1,2,8,2,1
O=C(NC(=S)Nc1ccc([N+](=O)[O-])cc1O)C1CCCCC1,-5,-6,-14,0,14,5,-1,6,9
COc1cccc(OC)c1C(=O)O/N=C(\N)c1ccncc1,5,0,1,3,5,-8,1,4,2
O=C(Cn1ccc2ccccc2c1=O)NCC(=O)Nc1ccc(F)cc1F,-2,0,8,-8,2,9,-2,14,-6
CCOCCc1nnc(NC(=O)Cc2ccccc2)s1,8,6,1,-4,6,0,13,-2,1
CCNC(=S)NCc1ccco1,-3,-1,1,4,0,8,6,9,-14
Clc1ccc(N2CCN(c3ncnc4c3oc3ccccc34)CC2)cc1,0,-1,0,-1,1,-4,6,3,-3
Cc1noc(C)c1CCC(=O)O,-7,-1,-2,2,4,7,-2,7,-4
CC(C)(C)c1cc(CN2CCCC(O)C2)c(O)c(C(C)(C)C)c1 (configuration not stated),4,1,1,6,5,3,7,-4,-1
O=C(OCC(=O)C12CC3CC(CC(C3)C1)C2)c1cnccn1,-9,2,1,-2,5,-1,-2,-6,-6
CCOC(=O)c1ccc(NC(=O)COc2ccc(S(=O)(=O)N3CCCC3)cc2)cc1,3,-3,2,5,1,2,-2,-5,-11
CCOC(=O)C1=C(C)N(C)C(=S)NC1c1ccccc1Cl (configuration not stated),-1,0,-1,-2,6,-8,-9,-7,3
COc1ccc(NC(=O)C2C3C=CC(C3)C2C(=O)NCc2ccco2)c(OC)c1 (configuration not stated),-3,2,-2,1,0,2,-5,2,-3
O=C1SCCc2c1n(Cc1ccccc1)c1ccccc21,-5,-4,-4,5,1,8,-3,-8,-3

# Gathered by group: the compounds so far containing an aryl thioether with sulfur outside any ring.
SMILES,LYPLA2 counter,LYPLA1 inh,PAD4 inh,pPAFAH inh,PAFAH1B2 FP inh,PAFAH1B3 FP inh,PREPL inhibitor,GSTO1 inh,PME-1 inh
CC(=O)Nc1ccc2c(CSc3nncs3)cc(=O)oc2c1,3,-3,1,5,4,3,-12,-4,-3
COCCn1c(SCC(=O)Nc2cc(Cl)ccc2OC)nc2c(c1=O)SC(C)C2 (configuration not stated),4,0,0,-7,-3,0,-16,1,-3
CCCC(=O)Nc1ccc(C(=O)/C=C/c2ccc(SC)cc2)cc1,-12,-6,-9,-6,0,-8,-11,-25,-12
c1ccc(CSc2ccc(-c3ccccn3)nn2)nc1,0,-2,0,4,1,2,8,2,1

# Compound profiles (already shown). Values in the order: LYPLA2 counter	LYPLA1 inh	PAD4 inh	pPAFAH inh	PAFAH1B2 FP inh	PAFAH1B3 FP inh	PREPL inhibitor	GSTO1 inh	PME-1 inh
# Record of CCOCCCNC(=S)N1CCC(C(=O)c2ccc(C)cc2)CC1 → 14	0	3	4	0	4	-14	1	5
# Record of Clc1ccc(N2CCN(c3ncnc4c3oc3ccccc34)CC2)cc1 → 0	-1	0	-1	1	-4	6	3	-3
# Record of CCOC(=O)NC(Nc1ccc(OC)cc1)(C(F)(F)F)C(F)(F)F → -1	3	1	-2	6	5	5	1	5
# Record of CCOC(=O)c1ccc(NC(=O)COc2ccc(S(=O)(=O)N3CCCC3)cc2)cc1 → 3	-3	2	5	1	2	-2	-5	-11
